DRD3 antagonist – antagonists of human D3 dopamine receptor; AID 652054; P35462; 360,000 tested, 2.5% active; D3R cells, DiscoveRx beta-arrestin luminescence, antagonist mode; stronger effect = lower value; max response, negative = inhibition, %; in the data active means max response below about -50%; inconclusive means no clear call, values can overlap the other calls; further: on the % scale 0 is the no-effect control and ±100 the full control effect; mostly tested at two doses, the higher about 12 µM
Target sequence (P35462 whole entry, looked up): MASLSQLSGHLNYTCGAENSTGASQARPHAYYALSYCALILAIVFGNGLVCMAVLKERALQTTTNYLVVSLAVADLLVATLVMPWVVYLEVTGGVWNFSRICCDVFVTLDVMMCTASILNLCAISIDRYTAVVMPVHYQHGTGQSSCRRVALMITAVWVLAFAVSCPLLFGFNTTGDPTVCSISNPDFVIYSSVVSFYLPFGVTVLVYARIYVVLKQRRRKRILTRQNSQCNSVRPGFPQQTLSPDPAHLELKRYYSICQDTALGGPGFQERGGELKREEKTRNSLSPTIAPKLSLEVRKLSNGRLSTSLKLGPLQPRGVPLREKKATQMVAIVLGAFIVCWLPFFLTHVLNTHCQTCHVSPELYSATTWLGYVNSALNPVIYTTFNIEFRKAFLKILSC
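Cells expressing the human receptor were seeded at 1500 cells/well, incubated overnight at 37 degrees C in 5% CO2, then exposed to library compounds with dopamine controls for 90 minutes at 37 degrees C before luminescent detection.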
GLP1R ag – activates the human GLP-1 receptor | P43220 | HEK293 GLP-1R CRE-luciferase, luminescence, 4-6 h; cells express a hypersensitive GLP-1R form | Potency, µM (top dose mostly 45.6 µM), for inactives: at the top dose activation, most hits filed as activators | 380,000 tested, 0.007% active | AID 624172; further: potency means the concentration at half of the fitted maximal effect; % of control where 0% means no effect
Target sequence (P43220 whole entry, looked up): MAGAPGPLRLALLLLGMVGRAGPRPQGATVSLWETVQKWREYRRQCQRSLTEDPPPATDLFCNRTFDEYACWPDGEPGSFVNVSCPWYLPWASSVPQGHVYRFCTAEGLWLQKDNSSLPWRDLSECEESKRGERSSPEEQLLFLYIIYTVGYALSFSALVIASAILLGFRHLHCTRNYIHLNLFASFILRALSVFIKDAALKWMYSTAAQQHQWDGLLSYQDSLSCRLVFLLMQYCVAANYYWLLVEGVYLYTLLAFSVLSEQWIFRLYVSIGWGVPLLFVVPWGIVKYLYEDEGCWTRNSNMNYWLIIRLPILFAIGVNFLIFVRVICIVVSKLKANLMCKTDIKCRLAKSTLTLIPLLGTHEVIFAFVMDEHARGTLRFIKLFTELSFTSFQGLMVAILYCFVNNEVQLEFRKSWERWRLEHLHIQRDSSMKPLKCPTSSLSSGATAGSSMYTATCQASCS
D3 ag – D3 dopamine receptor (human) agonism; D3R DiscoveRx beta-arrestin cells, luminescence, 90 min; 410,000 tested, 0.58% active; P35462; max activation, %; in the data active means max activation above about 30%; further: 0% is about no effect; mostly tested at two doses, the higher about 12 µM
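Agonist-mode cell screen: cells plated at 1500/well and incubated overnight at 37 °C, then exposed to library compounds for 90 min at 37 °C. Detection reagent was added for 30–60 min at room temperature, and luminescence was read.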
KB-V1 cytotox – KB-V1 MDR subline cytotoxicity; KB-V1 MDR cells viability, CellTiter-Glo, 72 h; Potency, µM (top dose mostly 46.1 µM), for the others: top-dose activity change, negative = cytotoxicity, hits mostly cytotoxic; 400,000 tested, 3.4% active; further: potency means the concentration at half of the fitted maximal effect; on the % scale 0 is the no-effect control and ±100 the full control effect; nearly all actives have a fitted effect of over 60% in size
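Cytotoxicity via CellTiter-Glo luminescence after 72 h compound exposure at 37 degrees C. Cells: drug-selected KB-V1 line, DMEM phenol-red free plus 10% FBS. Compounds tested at multiple concentrations; normalized data fitted to concentration-effect curves.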
KB-3-1 tox – kills parental KB-3-1 adenocarcinoma cells; AID 1347075; KB-3-1 viability, CellTiter-Glo ATP luminescence, 72 h; Potency, µM (titrated, usually from 46.1 µM), for inactives: top-dose activity change, negative = cytotoxic, hits mostly cytotoxic; 400,000 tested, 1.4% active; further: potency means the concentration at half of the fitted maximal effect; on the % scale 0 is the no-effect control and ±100 the full control effect; nearly all actives have a fitted effect of over 60% in size
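Cytotoxicity measured as CellTiter-Glo luminescence after 72 h at 37 C. Compound titrations were pinned onto drug-naive KB-3-1 parental adenocarcinoma cells grown in DMEM with 10% FBS, and normalized data fitted to concentration-response curves.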
IL-1B inflam inh – blocks inflammasome-driven IL-1 beta release; activity change, % at 57.5 µM; AID 743279; 360,000 tested, 4.7% active; THP-1 LPS/ATP IL-1B secretion, AlphaLISA, 16 h; stronger effect = lower value; in the data active means activity change below about -50%; inconclusive means mostly about -30% to -49%; further: on the % scale 0 is the no-effect control and ±100 the full control effect
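Secreted IL-1B measured by AlphaLISA bead assay after 16 h compound exposure of THP-1 cells; compounds (final up to 57.5 uM) added 1 h before LPS (250 ng/mL) and ATP (1.25 mM) stimulation; lower signal means less secretion.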
HT1080 IDH1KD tx – HT-1080 IDH1 knockdown cell toxicity (counter line) | HT-1080 IDH1 knockdown viability, ATP luminescence, 48 h | 360,000 tested, 2% active | Potency, µM (titrated, usually from 46.1 µM), for the others: top-dose activity, negative = toxicity, usual class: cytotoxic;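 further: potency means the concentration at half of the fitted maximal effect; 0% = DMSO wells and -100% = cell-free medium wells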
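Using the IDH1-knockdown HT-1080 line run in the same batch and compound series as the NT line, viability after 48 h at 37 °C was determined by CellTiter-Glo luminescence and expressed as % activity.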
SW480 rereplic – DNA re-replication induction in SW480 cells | SW480 DNA re-replication, Hoechst DNA content imaging, 48 h | 340,000 tested, 1.8% active | Potency, µM (highest dose often 46.1 µM), for the others: top-dose re-replication activation, actives largely listed as activators | AID 624297; further: potency means the concentration at half of the fitted maximal effect; % of control where 0% means no effect; nearly all actives have a fitted effect of over 55% in size
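Compounds, transferred as 23 nL by pin tool, were incubated with cells for 48 hr; DNA content per nucleus was then quantified by Hoechst staining and fluorescence plate imaging.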
HT1080NT lethal – kills 2HG-producing HT-1080-NT fibrosarcoma cells | 360,000 tested, 1.6% active | Potency, µM (series often up to 46.1 µM), for the others: at the highest dose activity, negative = less viability, hits mostly cytotoxic | HT-1080-NT fibrosarcoma viability, CellTiter-Glo ATP luminescence, 48 h | AID 686970;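 further: NT is the 2HG producing partner of a matched IDH1 knockdown line; potency means the concentration at half of the fitted maximal effect; 0% = DMSO-treated cells and -100% = media-only wells without cells; nearly all actives have a fitted effect of over 55% in size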
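Fibrosarcoma NT cells, 750 per well in 5% FBS RPMI, were exposed to compound for 48 hours. Viability: CellTiter-Glo luminescence.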
* = called active by the depositor; ? = inconclusive; / = not tested or not shown; & = joins results of further samples; [ ] = remark or other dose. Unless noted, the call rests on the fitted dose curve; in most records, active means well fitted curve in the direction sought with a large enough effect; inconclusive means small, poorly fitted or top-dose-only effect, or another doubt; inactive means no such curve, though single readings can be large; an effect the other way counts as inactive or inconclusive.

SMILES | DRD3 antagonist | GLP1R ag | D3 ag | KB-V1 cytotox | KB-3-1 tox | IL-1B inflam inh | HT1080 IDH1KD tx | SW480 rereplic | HT1080NT lethal
O=c1c2ccccc2cnn1Cc1n[nH]c(=S)n1C1CC2CCC1C2 (stereo not drawn) | -13 | 6% | -6 | -10% | -5% | 4 | -12% | -11% | -4%
CCCCc1nc(C(N)=O)c2[nH]c(=O)n(-c3ccccc3F)c2n1 | 3 | 4% | -2 | -3% | 0% | -1 | 0% | -4% | 6%
CCc1ccc(C(C)(O)C(CN2CCOCC2)c2ccccc2)cc1 (stereo not drawn) | -1 | 9% | -7 | 0% | -1% | -3 | -14% | -1% | -5%
O=C1C(=Cc2ccco2)CCCC1=Cc1ccco1 | 6 | 25% | 8 | -15% | 0% | -25 | 5% | ? | 1%
O=C(COC(=O)C1=COCCO1)NC1CCCCCCC1 | 3 | 10% | -1 | 3% | 3% | -2 | 3% | 0% | 6%
O=C1CCC(c2ccc(-n3ccnc3)cc2)=NN1 | -18 | 15%&3% | 6&-3 | ? | 0% | 9 | -4% | 7%&-107% | -2%
O=C(CCN1C(=O)/C(=C/c2ccc(Cl)cc2)SC1=S)NCCCn1ccnc1 | 27 | -2% | 11 | 13% | 8% | -5 | 2% | -4% | 0%
COc1ccc(S(=O)(=O)N2CCC(C(=O)NCCc3ccccc3)CC2)cc1OC | 30 | -5% | 3 | 0% | 0% | 47 | ? | -1% | -2%[9.24 µM]
O=C(NC1CCCCCC1)c1ccc(CS(=O)(=O)Cc2ccc(F)cc2)o1 | -10 | 8% | 2 | -7% | 5% | 35 | -9% | 1% | -2%
CSCCC(NC(=O)COc1ccccc1)C(=O)NCC1COc2ccccc2O1 (stereo not drawn) | -11 | -4% | 0 | ? | ? | -6 | -1% | 12% | -2%
CC(C)N(C(=O)Cn1cc(S(=O)(=O)CC(=O)NCCc2ccccc2)c2ccccc21)C(C)C | -19 | -2% | 0 | -7% | 2% | ? | -10% | / | -6%
O=C(NCC(=O)N1CCCCCC1)c1ccc(Cl)cc1 | 19 | 4% | 14 | -22% | 5% | -8 | 1% | -6%[9.22 µM] | -9%
Cc1nc(-c2ccc(F)cc2)c(CC(=O)N2CCN(S(=O)(=O)c3cccc(Cl)c3)CC2)s1 | 3 | 10% | 10 | ? | -26% | -27 | -14% | -17% | -21%
CC1=CC(=Nc2c(C)n(C)n(-c3ccccc3)c2=O)C=C(C)C1=O | 0 | 1% | -2 | 1% | -8% | 0 | ? | ? | -2%
CCN(C(=O)COC(=O)c1ccccc1OCc1ccc(Cl)cc1)C1CCS(=O)(=O)C1 (stereo not drawn) | -3 | 6% | -15 | / | / | -4 | 0% | -4% | 0%
COc1ccc(OCC(=O)NNC(=O)c2cccnc2)cc1 | 24 | 0% | 2 | 8% | 9% | 14 | 11% | -7% | 16%
O=C(COC(=O)c1ncc(Cl)c(Cl)c1Cl)NCCc1ccccc1 | -6 | 1% | -5 | 0% | -24% | -29 | 2% | -5% | 9%
COC(=O)Cc1[nH]nc2c1C(C1C=CCCC1)C(C#N)=C(N)O2 (stereo not drawn) | 10 | -15% | 2 | 12% | 2% | -62* | -22% | 1% | -15%
Cc1ccnc(NS(=O)(=O)c2ccc(NC(=O)C3CCCCC3)cc2)n1 | 12 | -3% | 9 | 1% | 9% | 25 | 0% | -3% | 0%
O=C(COC(=O)c1ccccc1Oc1ccccc1)NC1CCS(=O)(=O)C1 (stereo not drawn) | 24 | -4% | 7 | -3% | 6% | 9 | 4% | 4% | 3%
Cc1cccc(NC(=O)Cc2noc3ccccc23)c1 | ? | -12% | -1 | -3% | 3% | ? | -12% | 0% | -6%
NS(=O)(=O)c1ccc(N/N=C2/CCCc3ccccc32)c([N+](=O)[O-])c1 | -13 | 0% | -2 | -3% | -14% | 22 | 13% | -5% | -1%
NS(=O)(=O)c1ccc(CCNC(=O)CSc2nc3ccsc3c(=O)n2CCCCCC(=O)O)cc1 | -1 | 0% | 2 | -24% | 25% | 4 | 22% | -14% | 1%
Cc1ccccc1C(=O)Nc1sc(C)c(C)c1C(=O)c1ccccc1 | -25 | 3% | -1 | 7.3µM* | -26% | -20 | 5% | 6% | 13%
CN1OC[C@@H]2CN(C(=O)c3ccc(-c4ccccc4)cc3)[C@H](c3ccc(-c4cccc(F)c4)cc3)C[C@@H]21 | -52* | 0% | -9 | -9% | ? | 57 | -6% | / | -4%
COc1ccc(NC(=O)C2CCN(S(=O)(=O)c3c(C)noc3/C=C/N(C)C)CC2)cc1 | 0 | -3% | 1 | 0% | 16% | 7 | 12% | -17% | 0%
Cc1cccc(C(=O)Nc2sc(C)c(-c3ccccc3)c2C#N)c1 | -23 | -1% | 6 | ? | -8% | -24 | ? | -4% | -11%
O=C1CN(C(=O)CNCc2ccccc2)c2ccccc2N1 | -24 | 6% | -9 | 0% | 3% | -19 | 5% | -14% | 0%
CCN1CCN(c2cc(C)c3cc(NC(=S)N4CCCC4)ccc3n2)CC1 | -1 | -1% | -9 | 0% | 4% | -1 | -9% | 7%[1.84 µM] | ?
O=C(CSc1nnc(-c2ccccn2)o1)Nc1ccc(F)cc1 | 17 | 0% | -2 | -4% | 4% | -23 | 11% | -4% | 1%
CC12COC3(C(=O)Nc4ccc(Cl)cc4)CC1CCC32C (stereo not drawn) | 12 | 0% | -7 | -26% | -14% | 23 | -5% | -1% | -2%
CN(CC(=O)NCc1ccncc1)S(=O)(=O)c1ccc(Cl)cc1 | -5 | -4% | 2 | -13% | -7% | 7 | -4% | -650%[1.84 µM] | -9%
CC(=O)Nc1ccc(NC(=O)CSc2ncc(C(=O)Nc3ccc(Cl)cc3)c(=O)n2C)cc1 | -5 | 1% | 3 | 19% | -23% | 4 | ? | 0% | -26%
Cc1ccc(Cn2c(C(C)Nc3nc(-c4ccc(F)cc4)cs3)nc3cc(C(=O)NCCCO)ccc32)cc1 (stereo not drawn) | 3 | 7% | 0 | 4% | -27% | -8 | -3% | 2% | -4%
COc1ccc(N(CC(=O)Nc2ccc3c(c2)OCO3)S(C)(=O)=O)c(OC)c1 | 2 | 12% | 1 | -5% | 8% | 1 | -7% | -1% | -6%
CCCCOc1ccc(NC(=O)C2CC=CCC2C(=O)O)cc1 (stereo not drawn) | -14 | -1% | -10 | -26% | -3% | 26 | -15% | 4% | -25%
COc1ccc(NC(=O)COC(=O)CCNC(=O)c2ccco2)cc1Cl | 12 | 9% | -7 | ? | -1% | -6 | 6% | -20% | 1%
CN(C)C1=NC[C@H](Cc2ccccc2)N1CCCC1CCCC1 | -26 | 0% | -1 | -10% | -10% | ? | ? | ? | 21µM*
Cc1ccc(S(=O)(=O)c2cc3c(=O)n4ccccc4nc3n(Cc3ccco3)c2=N)cc1 | -17 | -7% | 0 | 8.2µM* | -6% | ? | ? | -1% | ?
CC(C(=O)NC1CCCCC1)N1C(=O)C2C3C=CC(C3)C2C1=O (stereo not drawn) | -6 | -3% | 26 | 0% | 19% | -1 | 8% | 2% | 11%
COc1ccc(Cl)cc1-c1cc(C(=O)NCc2cccc(C(F)(F)F)c2)[nH]n1 | 11 | 17% | -3 | -3% | 0% | -7 | ? | / | ?
Cc1ccc(S(=O)(=O)NC(=O)N2CCCC2)cc1 | -20 | 1% | -8 | 0% | 0% | 0 | 9% | -5% | 9%
O=C(CCCn1c(SCc2cccc(F)c2)nc2ccccc2c1=O)NCC1CCCO1 (stereo not drawn) | 7 | 9% | 7 | -11% | 2% | -79* | 1% | 0% | 3%
CC1CCN(CCOc2ccc(Cl)c(Cl)c2)CC1 | -51* | -1% | 1 | ? | 6% | -20 | 5% | 0% | -6%
O=C(CCn1cnnn1)Nc1ccc(Cl)cc1Cl | 4 | 1% | 0 | -3% | 3% | -8 | -8% | -10% | -2%
Cc1sc(NC(=O)C2CCCCC2C(=O)O)c(C(N)=O)c1-c1ccc(C(C)C)cc1 (stereo not drawn) | 0 | -3% | -1 | ? | ? | 17 | 4% | -2% | 1%
CCc1nc2ccc(C(=O)NCCc3ccccn3)cn2c1N(C)Cc1ccc(N(C)C)cc1 | -24 | 7% | -8 | 2% | 0% | ? | 4% | / | 19%
O=C(CSc1nc(=O)n(CCCN2CCOCC2)c2c1CCCC2)Nc1cccc(Cl)c1 | 0 | 24% | -4 | 0% | 0% | -13 | 4% | -6% | 0%
COC(=O)[C@H](C)NC(=O)Nc1ccc(C)c(C)c1 | -13 | 7% | -4 | 8% | 2% | 12 | 5% | -5% | 3%
CC(=O)c1cc2c(cc1NC(=O)c1ccco1)OCCO2 | -12 | 10% | 3 | 2% | -3% | 1 | 0% | 15% | 11%
COC(=O)N/N=C\c1ccc(OC(=O)c2ccco2)cc1 | -30 | 4% | -3 | 17% | -1% | 6 | 22% | -1% | 17%
COc1ccc(OCC(=O)Nc2nccs2)cc1 | -8 | -16% | 0 | -1% | 9% | -2 | -15% | -5% | -25%
COc1cccc(C(=O)N/N=C/c2ccc(Oc3ccc([N+](=O)[O-])cn3)c(OC)c2)c1 | -9 | -7% | -5 | -6% | ? | -8 | -21% | ? | -24%
CC(=O)N/C(=C/c1cccnc1)C(=O)Nc1ccc(Cl)cc1 | -5 | 2% | -13 | 17% | 11% | 18 | 6% | -2% | 16%
Cn1cccc1/C=N/N1CCN(Cc2cccc3ccccc23)CC1 | 1 | -2% | -3 | 0% | 4% | ? | -1% | -2%[9.22 µM] | -25%

Just KB-3-1 tox, HT1080 IDH1KD tx and SW480 rereplic (two entries from above):
SMILES,KB-3-1 tox,HT1080 IDH1KD tx,SW480 rereplic
CCc1nc2ccc(C(=O)NCCc3ccccn3)cn2c1N(C)Cc1ccc(N(C)C)cc1,0%,4%,/
O=C(CSc1nc(=O)n(CCCN2CCOCC2)c2c1CCCC2)Nc1cccc(Cl)c1,0%,4%,-6%
